# Source: PubChem BioAssay (several laboratories)
# Spn PMK inh = blocks S. pneumoniae phosphomevalonate kinase | purified PMK, PK/LDH-coupled NADH absorbance 340 nm | inhibition, % at 10 µM | actives 0.49% (n = 65,000) | AID 539;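 active = top-ranked compounds by inhibition in the single 10 µM screen, taking a fixed number of the strongest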;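 note: 0% = full reaction with DMSO carrier and 100% = background rate without enzyme reaction; no value below 0 was filed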
# LYP phosphatase = inhibition of human PTPN22 tyrosine phosphatase – biochemical, DiFMUP fluorescence, recombinant catalytic domain, 10 µM, primary screen (AID 606); recombinant LYP catalytic domain, DiFMUP fluorescence; higher % means a stronger effect; 52,000 tested, under 10 active; inhibition, % at 10 µM, or IC50 in µM where a hit was titrated;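 active = IC50 under 40 µM in the dose-response test; inactive = IC50 of 40 µM or more, or never dose-tested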
# Bfl-1 inhibitors = displacement of Bid BH3 peptide from Bfl-1 – biochemical, fluorescence polarization, FITC-Bid, mouse, primary screen (AID 432) | FITC-Bid BH3 peptide fluorescence polarization displacement; higher % means a stronger effect | displacement, % at 20 µM; hits with a dose series show IC50 in µM | actives 0.02% (n = 64,000); in the data active = a potency from the dose series; inactive = the rest, 99 in 100 with displacement below about 15%; note: strong numbers were not always called active
# DPM-DC inhibit = S. pneumoniae DPM-DC inhibition; purified DPM-DC, PK/LDH coupled NADH fluorescence; calls only at 10 µM; actives 0.49% (n = 65,000);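 active = the 320 compounds with the highest percent inhibition in the single-dose primary screen, excluding strongly autofluorescent ones, cut at about 32% in these data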;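 note: kinetic rate of NADH fluorescence loss reporting ADP formed by the decarboxylase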
# HPDE-C7 cytotoxicity = HPDE-C7 pancreatic duct cell viability loss – fluorescence, HTS (AID 430). HPDE-C7 pancreatic duct cells viability, fluorescence; higher % means a stronger effect. one-dose cytotoxicity, % at 10 µM; EC50 in µM for titrated hits. actives 1.8% (n = 63,000);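 note: cells exposed to compound for 48 hours before viability readout; 0% = vehicle and 100% = reference cytotoxic drug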
# HT1080 viability = cytotoxicity in HT1080 fibrosarcoma cells, cell-based, fluorescence readout (AID 620) | actives 0.42% (n = 87,000) | cytotoxicity, % at 10 µM, or EC50 in µM where a hit was titrated | HT1080 viability, fluorescence; higher % means a stronger effect;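 note: cells exposed to compound overnight then 4 h with Alamar Blue; 0% = vehicle DMSO and 100% = killing control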
# Alkaline phosphatase = human TNAP enzyme inhibitors, biochemical, luminescent (AID 518); purified TNAP enzyme, luminescent substrate readout; higher % means a stronger effect; inhibition, % at 20 µM, or IC50 in µM where a hit was titrated; actives 0.09% (n = 64,000); in the data active = a potency from the dose series; inactive = the rest, 99 in 100 with inhibition below about 22%;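 note: plate controls were vehicle for no effect and reference inhibitor for full effect; many of its hits are not listed in these tables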
# KRASV12 cytotoxicity = viability loss of HPDE-C7K cells – cell-based, fluorescence, HTS, primary screen (AID 431) | HPDE-C7K KRASV12 cells, Alamar Blue viability, 48 h; higher % means a stronger effect | cytotoxicity, % at 10 µM, or EC50 in µM where a hit was titrated | actives 1.7% (n = 63,000);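 active = compounds whose percent cytotoxicity in the single-dose primary screen, scaled between solvent and toxic-drug controls, exceeds 50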;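 note: 0% = DMSO solvent wells and 100% = doxorubicin-treated wells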
# MK inhibit = blocks S. pneumoniae mevalonate kinase. purified MK, PK/LDH-coupled NADH absorbance 340 nm. inhibition, % at 10 µM. actives 0.48% (n = 65,000);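 active = ranked among the strongest by inhibition in the single 10 µM screen, a fixed top-ranked set picked for dose follow-up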; note: no value below 0 was filed
# Spn PMK inh pilot replicates = second read-out of Spn PMK inh, no call of its own (marks repeat the call); inhibition, %; measured here: pilot screen replicates
# MK inhibit pilot replicates = further read-out of MK inhibit, marked with its call; inhibition, %; measured here: pilot screen replicates
# DPM-DC inhibit pilot screen % = recorded beside DPM-DC inhibit, whose call it bears; inhibition, %; measured here: pilot screen trials
# Active calls of the source: *; i = inactive; . = no result given. Cut-off read from the data, not from the text of the source, unless noted: active = cytotoxicity above about 50%; inactive = the rest. An unsorted share of the library; about 3.5% have a hit in one of these screens.
SMILES,Spn PMK inh,LYP phosphatase,Bfl-1 inhibitors,DPM-DC inhibit,HPDE-C7 cytotoxicity,HT1080 viability,Alkaline phosphatase,KRASV12 cytotoxicity,MK inhibit,others
Cc1cccc(-n2c(SCCC(=O)O)nnc2-c2cccs2)c1C,1,-5%,-3%,i,-3%,1%,3%,5%,10,
CCC(C)(C(=O)NC1CCCC1)N(CC1CCCO1)C(=O)c1ccc2c(c1)OCO2 (stereo not drawn),4,.,5%,i,.,-2%,7%,.,6,
CS(=O)(=O)N(CCc1ccccc1)CC(=O)N1CCN(Cc2ccccc2)CC1,0,5%,-3%,i,-14%,8%,10%,-1%,5,
Cn1cc(/C=N/n2cnc3scc(-c4ccccc4)c3c2=O)c2ccccc21,10,.,6%,i,68%*,53%*,6%,48%,2,
CN(c1ccccc1)c1nc(-n2ccnc2)nc(-n2ccnc2)n1,9,0%,-2%,i,24%,0%,2%,19%,0,
O=C(CN1CCCN(S(=O)(=O)c2ccc(Br)cc2)CC1)Nc1ccc2cn[nH]c2c1,18,9%,-1%,i,-21%,-9%,-6%,-13%,5,Spn PMK inh pilot replicates=2.5;MK inhibit pilot replicates=5.5;DPM-DC inhibit pilot screen %=1.5
COc1cc(C2C(C(=O)OC(C)C)=C(C)Nc3ncnn32)cc(OC)c1OC (stereo not drawn),8,14%,4%,i,6%,-4%,4%,3%,16,
CCn1c(=O)c(=O)[nH]c2cc(C(=O)NC3CCCc4ccccc43)ccc21 (stereo not drawn),20,1%,-6%,i,.,12%,5%,.,16,
CCN(C#N)c1nc(N(C)C)nc(N(C)C)n1,13,5%,-4%,i,-5%,-8%,17%,-5%,9,
CCS(=O)(=O)N1CCCC(C(=O)NCCCN(C)Cc2ccccc2)C1 (stereo not drawn),10,11%,-6%,i,4%,8%,7%,0%,6,
Cc1cccc(N2CCN(C(=O)c3ccc(NS(=O)(=O)c4c(C)noc4C)cc3)CC2)c1C,9,18%,-1%,i,-29%,-9%,7%,3%,8,Spn PMK inh pilot replicates=0.0;MK inhibit pilot replicates=7.0;DPM-DC inhibit pilot screen %=1.0
O=C(NCc1cccs1)c1csc2ccccc12,0,8%,-4%,i,-4%,2%,23%,-7%,3,
CCOC(=O)c1ccccc1NC(=O)CSc1ncc(C(=O)OCC)c(N)n1,5,.,-9%,i,-1%,-10%,13%,4%,12,
O=c1cc(-c2ccc(Cl)cc2)[nH][nH]1,19,5%,-4%,i,-1%,17%,18%,12%,5,Spn PMK inh pilot replicates=5.0;MK inhibit pilot replicates=0.5;DPM-DC inhibit pilot screen %=4.0
NC(=O)CCn1c(=O)oc2ccccc21,6,0%,-2%,i,7%,4%,6%,-7%,15,
NC(=O)CSc1nnc(Cn2c(=O)sc3ccccc32)n1CCc1ccccc1,3,.,-5%,i,-1%,4%,7%,11%,6,
Cc1nc2sc(C(c3ccccc3)N3CCC(O)CC3)c(O)n2n1 (stereo not drawn),18,10%,-4%,i,7%,24%,10%,0%,4,
O=C(CC1N=C2c3ccccc3N=C(SCc3ccccc3Cl)N2C1=O)NCc1ccco1 (stereo not drawn),10,6%,-4%,i,4%,-2%,9%,1%,13,
Cn1c(=O)[nH]c(=O)c2c1nc(NCCCn1ccnc1)n2Cc1cccc(Br)c1,17,4%,2%,i,3%,3%,-26%,-15%,8,Spn PMK inh pilot replicates=5.0;MK inhibit pilot replicates=1.5;DPM-DC inhibit pilot screen %=2.0
COc1ccc(OC)c(CN2C(=O)c3ccccc3C2C(=O)NCc2cccnc2)c1 (stereo not drawn),10,0%,6%,i,-6%,1%,11%,-3%,12,
CCc1nnc(NC(=O)C2CCCCC2)s1,5,-5%,.,i,.,-1%,.,.,5,
CCOC(=O)NC(NCC(O)c1ccccc1)(C(F)(F)F)C(F)(F)F (stereo not drawn),7,-7%,3%,i,-7%,-3%,-3%,-15%,0,
CCn1cc(C(=O)N2CCN(c3ccccn3)CC2)c2cc(OC)c(OC)cc2c1=O,1,-4%,3%,i,0%,0%,5%,3%,6,
O=C(O)CS(=O)(=O)CC(=O)O,0,.,-7%,i,-6%,12%,11%,-18%,7,
Cc1ccccc1Cn1ccc(NC(=O)c2onc(C)c2Cl)n1,0,-4%,-2%,i,-11%,5%,16%,0%,10,Spn PMK inh pilot replicates=1.5;MK inhibit pilot replicates=0.5;DPM-DC inhibit pilot screen %=1.5
SMILES,Spn PMK inh,LYP phosphatase,Bfl-1 inhibitors,DPM-DC inhibit,HPDE-C7 cytotoxicity,HT1080 viability,Alkaline phosphatase,KRASV12 cytotoxicity,MK inhibit,others
CCOC(=O)Cc1csc(NC(=O)CSc2nnnn2-c2ccc(F)cc2)n1,13,1%,-3%,i,-2%,-8%,10%,-3%,4,
Cc1ccccc1OCC(=O)Nc1cccc(N(C)S(C)(=O)=O)c1,6,8%,7%,i,-10%,9%,-2%,-4%,12,
Cn1c(C(=O)Nc2ccc3c(c2)OCO3)cc2sccc21,15,-4%,2%,i,-2%,18%,18%,13%,3,
Cn1c(=O)c2ncn(CC(=O)Nc3cc(C(F)(F)F)ccc3N3CCOCC3)c2n(C)c1=O,4,-4%,-3%,i,.,-4%,11%,.,10,
CS(=O)(=O)N(CC(=O)N1CCC(C(N)=O)CC1)C1CCCCC1,19,3%,-6%,i,-1%,-9%,-1%,-10%,10,
CS(=O)(=O)N1CCN(c2nc(-c3ccccc3)cs2)CC1,7,-13%,-10%,i,-5%,0%,15%,11%,3,
CCOC(=O)CSc1nc2ccc(NC(C)=O)cc2s1,3,2%,-1%,i,-3%,-6%,4%,-9%,4,
Cc1cc2ncn(N)c2cc1C,17,16%,2%,i,-25%,-1%,17%,5%,9,Spn PMK inh pilot replicates=7.5;MK inhibit pilot replicates=0.0;DPM-DC inhibit pilot screen %=0.0
COc1ccccc1Nc1nc(N)nc(CN2CCN(Cc3ccccc3)CC2)n1,8,-5%,-11%,i,4%,-5%,16%,-7%,10,
O=C(Nc1ccccc1C(F)(F)F)c1cc(-c2ccc(O)cc2)on1,8,.,1%,i,-6%,-20%,8%,-1%,0,
COc1ccc(-n2c(C)nc3c(cnn3-c3ccc(Cl)cc3)c2=O)cc1,17,.,1%,i,4%,-6%,8%,1%,2,
CN(Cc1ccccc1)C(=O)CCCn1c(=O)[nH]c2cc(Cl)ccc2c1=O,16,.,-4%,i,-3%,.,4%,-8%,6,
Cc1ccc(O)c(CNc2ccccn2)c1,6,.,2%,i,-4%,0%,1%,-6%,3,
COc1cc(-c2nc(-c3ccncc3)no2)cc(OC)c1OC,13,.,2%,i,-18%,-2%,5%,-8%,6,Spn PMK inh pilot replicates=1.0;MK inhibit pilot replicates=0.5;DPM-DC inhibit pilot screen %=7.5
C=CCN1C(=Nc2ccccc2)SC/C1=C\C(=O)OC,8,.,2%,i,-6%,1%,4%,-2%,5,
CCOC(=O)CCCCC(=O)NC(CO)C(=O)NC (stereo not drawn),0,11%,-2%,i,2%,2%,13%,17%,4,
O=C(CSc1nnnn1-c1cccc2c1CCCC2)N1CCOCC1,11,.,-2%,i,-3%,-2%,4%,3%,7,
Cc1cccc2cc(C(c3nnnn3Cc3ccc4c(c3)OCO4)N3CCCC3)c(=O)[nH]c12 (stereo not drawn),13,.,-13%,i,.,-12%,5%,.,8,
O=C(CSc1nc2ccccc2c(=O)[nH]1)c1cccs1,0,1%,-1%,i,-6%,4%,2%,-14%,11,
Cc1cccc(-n2nnc(C(=O)NCc3ccco3)c2N)c1,5,-1%,0%,i,6%,3%,3%,-5%,0,
COc1ccc2cc(C(c3nnnn3CCc3ccccc3)N3CCC(O)CC3)c(=O)[nH]c2c1 (stereo not drawn),13,.,-25%,i,-12%,-6%,10%,0%,0,
O=C(CS(=O)(=O)c1cn(Cc2cccc(F)c2)c2ccccc12)N1CCOCC1,12,.,0%,i,-18%,9%,4%,-16%,3,
O=C(CSc1ncnc2nc[nH]c12)c1ccc(Cl)cc1,6,13%,2%,i,14%,6%,22%,19%,1,Spn PMK inh pilot replicates=2.5;MK inhibit pilot replicates=2.0;DPM-DC inhibit pilot screen %=1.0
CCCCC(=O)Nc1ccc2c(c1)nc1n2CCOC1,5,14%,-6%,i,-18%,5%,2%,-5%,4,

# Entries above that contain an NH in an aromatic ring (nine):
SMILES,Spn PMK inh,LYP phosphatase,Bfl-1 inhibitors,DPM-DC inhibit,HPDE-C7 cytotoxicity,HT1080 viability,Alkaline phosphatase,KRASV12 cytotoxicity,MK inhibit,others
O=C(CN1CCCN(S(=O)(=O)c2ccc(Br)cc2)CC1)Nc1ccc2cn[nH]c2c1,18,9%,-1%,i,-21%,-9%,-6%,-13%,5,Spn PMK inh pilot replicates=2.5;MK inhibit pilot replicates=5.5;DPM-DC inhibit pilot screen %=1.5
CCn1c(=O)c(=O)[nH]c2cc(C(=O)NC3CCCc4ccccc43)ccc21 (stereo not drawn),20,1%,-6%,i,.,12%,5%,.,16,
O=c1cc(-c2ccc(Cl)cc2)[nH][nH]1,19,5%,-4%,i,-1%,17%,18%,12%,5,Spn PMK inh pilot replicates=5.0;MK inhibit pilot replicates=0.5;DPM-DC inhibit pilot screen %=4.0
Cn1c(=O)[nH]c(=O)c2c1nc(NCCCn1ccnc1)n2Cc1cccc(Br)c1,17,4%,2%,i,3%,3%,-26%,-15%,8,Spn PMK inh pilot replicates=5.0;MK inhibit pilot replicates=1.5;DPM-DC inhibit pilot screen %=2.0
CN(Cc1ccccc1)C(=O)CCCn1c(=O)[nH]c2cc(Cl)ccc2c1=O,16,.,-4%,i,-3%,.,4%,-8%,6,
Cc1cccc2cc(C(c3nnnn3Cc3ccc4c(c3)OCO4)N3CCCC3)c(=O)[nH]c12 (stereo not drawn),13,.,-13%,i,.,-12%,5%,.,8,
O=C(CSc1nc2ccccc2c(=O)[nH]1)c1cccs1,0,1%,-1%,i,-6%,4%,2%,-14%,11,
COc1ccc2cc(C(c3nnnn3CCc3ccccc3)N3CCC(O)CC3)c(=O)[nH]c2c1 (stereo not drawn),13,.,-25%,i,-12%,-6%,10%,0%,0,
O=C(CSc1ncnc2nc[nH]c12)c1ccc(Cl)cc1,6,13%,2%,i,14%,6%,22%,19%,1,Spn PMK inh pilot replicates=2.5;MK inhibit pilot replicates=2.0;DPM-DC inhibit pilot screen %=1.0
